Screening data: PubChem, National Center for Advancing Translational Sciences (NCATS)
POLK inh: qHTS for Inhibitors of Polymerase Kappa; 400,000 tested, 0.53% active; AID 588579, 2011; purified Pol kappa, fluorescent DNA synthesis assay, 10 min; Potency, µM (titrated, usually from 107 µM), for the others: at the highest dose activity, negative = inhibition, most hits filed as inhibitors; DNA polymerase kappa (Homo sapiens), Q9UBT6; also: potency is read from the fitted curve at half-maximal effect; % is scaled to controls: 0 for no effect and ±100 for the full control effect
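Kinetic fluorescence screen: compound preincubated 15 min RT with 10 nM enzyme; 50 nM substrate (final) initiates; reads at 0/10 min.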
LDHA inh: qHTS assay for inhibitors of human lactate dehydrogenase; L-lactate dehydrogenase A chain (Homo sapiens), P00338; purified LDHA, NADH/diaphorase-resazurin fluorescence; hits give low values; activity change, % (values are at about 110 or 230 µM); 480,000 tested, 0.15% active; AID 1347041, 2019; in the data active = activity change below about -30%; inconclusive = mostly about -25% to -30%;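 also: plate controls were DMSO wells for no effect and wells without enzyme for full effect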
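LDH5 2 nM; NADH 0.06 mM, pyruvate 0.2 mM; 200 mM Tris pH 7.4, EDTA, Tween-20; 5 min RT. Detection: diaphorase 0.133 mg/mL + resazurin 37 µM, fluorescence ex540/em590 at 0 and 20 min; normalized to enzyme-free and DMSO wells.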
ALOX12 inh: Primary qHTS assay for inhibitors of human arachidonate 12S-lipoxygenase (ALOX12): Round 2; Potency, µM (highest dose often 108 µM), inactives show at the highest dose activity change, negative = inhibition, actives largely listed as inhibitors; Polyunsaturated fatty acid lipoxygenase ALOX12 (Homo sapiens), P18054; 580,000 tested, 1.1% active; purified 12hLO, xylenol orange hydroperoxide absorbance; also: potency is read from the fitted curve at half-maximal effect; % is scaled to controls: 0 for no effect and ±100 for the full control effect
Target sequence (P18054 whole entry, looked up): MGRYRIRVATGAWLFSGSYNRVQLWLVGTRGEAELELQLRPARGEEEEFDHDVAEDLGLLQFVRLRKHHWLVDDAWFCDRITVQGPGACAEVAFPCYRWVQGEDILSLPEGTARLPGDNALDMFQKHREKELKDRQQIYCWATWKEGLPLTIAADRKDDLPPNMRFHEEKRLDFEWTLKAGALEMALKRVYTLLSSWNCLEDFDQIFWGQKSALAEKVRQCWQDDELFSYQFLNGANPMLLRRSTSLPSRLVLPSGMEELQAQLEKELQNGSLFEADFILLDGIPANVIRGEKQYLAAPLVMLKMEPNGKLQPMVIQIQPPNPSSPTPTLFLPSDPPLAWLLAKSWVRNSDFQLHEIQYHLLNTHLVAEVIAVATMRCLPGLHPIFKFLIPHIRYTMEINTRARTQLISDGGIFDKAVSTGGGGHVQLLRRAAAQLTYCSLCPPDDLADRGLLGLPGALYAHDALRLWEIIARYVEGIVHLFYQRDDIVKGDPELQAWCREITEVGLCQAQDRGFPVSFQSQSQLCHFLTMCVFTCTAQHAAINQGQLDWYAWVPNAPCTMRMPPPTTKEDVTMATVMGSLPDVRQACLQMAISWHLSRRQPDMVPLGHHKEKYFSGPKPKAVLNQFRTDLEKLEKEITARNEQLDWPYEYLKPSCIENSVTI
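Purified human 12hLO at 150 nM in 25 mM Hepes, 0.01% Triton X-100, pH 7.0, preincubated 15 min at room temperature with compound. Reaction started with 40 uM arachidonic acid, 30 min at room temperature. Hydroperoxide measured by Fe-xylenol orange, 573/405 nm absorbance ratio.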
Apoferritin bind: qHTS Assay for Identification of Novel General Anesthetics. Potency, µM (doses to about 77.5 µM), for the others: top-dose activity change, negative = displacement, usual class: inhibitors. apoferritin/1-aminoanthracene competitive binding, fluorescence. 350,000 tested, 0.074% active. Ferritin light chain (Equus caballus), P02791. AID 485281, 2010; also: potency is read from the fitted curve at half-maximal effect; % is scaled to controls: 0 for no effect and ±100 for the full control effect; nearly all actives have a fitted effect of over 20% in size
Target sequence (P02791 2-175 limits assumed): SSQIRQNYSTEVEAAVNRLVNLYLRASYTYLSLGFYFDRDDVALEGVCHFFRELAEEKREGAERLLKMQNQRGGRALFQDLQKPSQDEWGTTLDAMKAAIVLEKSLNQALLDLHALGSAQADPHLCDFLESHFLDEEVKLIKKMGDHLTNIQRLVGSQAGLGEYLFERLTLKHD
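Probe: 1-aminoanthracene (50% saturated, PBS). Protein: horse-spleen apoferritin, 10 uM. Incubation: 10 min, room temperature. Detection: 380 nm excitation, 535 nm emission. Analysis: normalized response, four-parameter Hill.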
APE1 inh: qHTS Assay for Inhibitors of the Human Apurinic/apyrimidinic Endonuclease 1 (APE1). DNA repair nuclease/redox regulator APEX1 (Homo sapiens), P27695. recombinant APE1, TAMRA/BHQ-2 abasic DNA cleavage fluorescence. Potency, µM (highest dose often 65.8 µM), inactives show at the highest dose activity change, negative = inhibition, usual class: inhibitors. 350,000 tested, 0.35% active. AID 2517, 2012;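 also: potency is read from the fitted curve at half-maximal effect; plate controls were vehicle for no effect and reference inhibitor for full effect; nearly all actives have a fitted effect of over 55% in size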
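Measures dequenching upon AP-site incision of a 5'-TAMRA/3'-BHQ-2 THF-containing duplex, 50 nM; human APE1 0.75 nM after 15 min room-temperature exposure to compound; kinetic three-point read at one-minute spacing.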
POLH inh: qHTS for Inhibitors of Polymerase Eta; DNA polymerase eta (Homo sapiens), Q9Y253; recombinant Pol eta, fluorescent DNA replication assay; Potency, µM (titrated, usually from 114 µM), without a hit: at the top dose activity change, negative = inhibition, most hits filed as inhibitors; 390,000 tested, 1.2% active; AID 588591, 2011; also: potency is read from the fitted curve at half-maximal effect; % is scaled to controls: 0 for no effect and ±100 for the full control effect
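Pol eta (10 nM) was preincubated with compounds for 15 min at room temperature, after which fluorescent replication substrate (50 nM final) was added to start the reaction. Fluorescence was read kinetically at 0 and 10 min.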
ERG-DNA inh: qHTS for Small Molecule Inhibitors of the ERG Ets/DNA interaction. 370,000 tested, 0.028% active. fluorescence polarization, His-ERG Ets domain / labelled DNA. Potency, µM (doses to about 76.9 µM), inactives show top-dose FP activity, negative = inhibition, hits mostly inhibitors. AID 624246, 2012; active = well fitted inhibition curve with a large enough effect in the polarisation, with a control signal flat; inconclusive = small, poorly fitted or top-dose-only effect, or effect the other way, or a change in a side signal; inactive = no such curve, though single readings can be large or run the other way; the % refers to the polarisation;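 also: polarization taken with two DNA probes labelled with fluorescein and Texas red; potency is read from the fitted curve at half-maximal effect; % of control where 0% means no effect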
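His-tagged ERG Ets domain (1 uM in the protein solution; 300mM KCl, 50mM Tris-HCl, 1mM EDTA, 1mM DTT, pH 7.5) received compound, then a probe mix of 5 nM fluorescein-DNA and 100nM Texas-615-DNA. Fluorescence polarization was read for both dyes.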
RGS4 inhibitor: Inhibitors of Regulator of G Protein Signaling (RGS) 4: qHTS; Potency, µM (highest dose often 114 µM), for the others: top-dose activity change, negative = inhibition, most hits filed as inhibitors; AID 504845, 2011; Regulator of G-protein signaling 4 (Homo sapiens), P49798; 390,000 tested, 0.039% active; Transcreener GDP fluorescence polarization, RGS4-accelerated GTP hydrolysis; also: potency is read from the fitted curve at half-maximal effect; % is scaled to controls: 0 for no effect and ±100 for the full control effect; nearly all actives have a fitted effect of over 75% in size; some results filed as inactive show a strong effect at the top dose
Target sequence (P49798 whole entry, looked up): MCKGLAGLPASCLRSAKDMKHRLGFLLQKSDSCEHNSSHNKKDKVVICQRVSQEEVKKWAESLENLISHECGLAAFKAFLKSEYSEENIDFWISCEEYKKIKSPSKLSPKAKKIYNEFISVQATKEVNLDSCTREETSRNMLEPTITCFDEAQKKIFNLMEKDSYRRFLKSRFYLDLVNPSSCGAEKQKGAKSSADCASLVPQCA
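MLSMR compounds (23 nl, pin-transferred) preincubated 10 min at room temperature with a 500nM (2x) first reagent, then RGS4 at 900nM (2x) plus Transcreener GDP mix added; fluorescence polarization (620/688 nm) read before and after 90 min at 30 °C.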
Pol beta inh: qHTS Assay for Inhibitors of DNA Polymerase Beta; Potency, µM (series often up to 114 µM), for inactives: top-dose activity change, negative = inhibition, usual class: inhibitors; 340,000 tested, 1.3% active; Pol beta primer extension/strand displacement, fluorescence kinetic; P06746; also: potency is read from the fitted curve at half-maximal effect; % is scaled to controls: 0 for no effect and ±100 for the full control effect
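Human Pol beta at 10 nM; strand-displacement substrate 50 nM final. Compound exposure 15 min at room temperature before start, reaction 10 min at room temperature.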
Starred values were filed as active, the others as inactive; ? = inconclusive; / = not tested or not shown; & = joins results of further samples; [ ] = dose if it differs, or a comment. Unless noted, calls follow the shape of the dose curve; as a rule, active = well fitted curve in the direction sought with a large enough effect; inconclusive = small, poorly fitted or top-dose-only effect, or another doubt; inactive = no such curve, though single readings can be large; an effect the other way counts as inactive or inconclusive. This is a subset; rates above refer to the full screens.

SMILES | POLK inh | LDHA inh | ALOX12 inh | Apoferritin bind | APE1 inh | POLH inh | ERG-DNA inh | RGS4 inhibitor | Pol beta inh
COc1ccc(-n2c(Cc3cccn3C)nnc2SCC(=O)NC2CCCC2)cc1 | -2% | -3 | 174% | 2% | 0% | -11% | -11% | -15% | ?
O=C(c1ccc(NS(=O)(=O)c2cccc3cccnc23)cc1)N1CCOCC1 | -9% | -3 | ? | / | / | -1% | 8% | 6%[11.4 µM] | /
O=C(NC(=S)Nc1nc2ccccc2s1)c1cccs1 | -22% | -5 | -18% | -5% | 3% | -2% | 4% | -37% | -19%
COc1ccc(F)cc1CN1CCN(C(=O)c2ccc(S(=O)(=O)N3CCCCCC3)cc2)CC1 | -8% | -14 | 208%[activator] | / | / | ? | 0% | 2% | /
CCn1c(SCC(=O)Nc2ccc(NC(=O)c3ccco3)cc2)nnc1-c1cccs1 | -17% | -3 | 0% | / | / | 3% | 4% | -53% | /
Cc1nc(-c2cccc(NC(=O)Nc3ccccc3C(F)(F)F)c2)no1 | 0%[60.1 µM] | -1 | -10% | 183%[activator] | / | 2% | 2% | -9% | 1%
COc1cccc(CN2CCN(C(=O)c3ccc(-c4ccccc4)cc3)CC2)c1OC | -6%[60.1 µM] | -3 | ? | 4% | 4% | -26% | 0% | -3%[11.4 µM] | -5%
Cc1nn(C)cc1C(=O)NNC(=S)Nc1ccc(Cl)cc1 | -4% | -1 | ? | -13% | 2% | 4% | 11% | -13% | 13%
COc1ccc(NC(=O)Cn2c(C)csc2=O)c(OC)c1 | -25% | 4 | ? | / | 25% | -7% | 5% | -23% | /
Cc1ccccc1Nc1nc(-c2ccccc2)c(C(=O)Nc2cccnc2)s1 | -9%[60.1 µM] | 6 | 0% | -7% | -5% | -20% | 6% | 4%[11.4 µM] | 0%
Cn1c(SCc2nc(-c3ccccc3)no2)nnc1-c1ccco1 | -7% | -1 | -24% | -17% | -7% | -5% | 6% | -30% | 11%
CCn1cc(C(=O)N2CCCC2)c(=O)c2cc(S(=O)(=O)N3CCC(C)CC3)ccc21 | -2% | -4 | -23% | -12% | -3% | 1% | -8% | 9% | 28%
Cc1cc(C)cc(-n2c(C)nc3cc(C(=O)NCc4ccc(F)cc4)ccc32)c1 | -14%[60.1 µM] | -2 | -19% | 5% | / | -14% | -2% | 12% | 0%
Cc1cc(C)c2nc(NC(=O)C3CCCO3)sc2c1 (centres undefined) | 6% | -3 | -7% | -15% | -1% | -14% | -5% | -6% | -2%
Cc1ccc([N+](=O)[O-])c(OCCN2CCNCC2)c1 | 10% | -7 | ? | -4% | -4% | -10% | -5% | -27% | 1%
CCOC(=O)C1=NNC(C(=O)c2ccccc2)C1c1ccc(C)cc1 (centres undefined) | 3% | -1 | ? | ? | 2% | -23% | 5% | 15% | -21%
CCn1c2ccc(C)cc2c2nc3cc(C(=O)O)ccc3nc21 | -23% | 0 | -20% | -6% | 14% | ? | -4% | 7% | 14%
COc1c2ccoc2nc2c(OC)cccc12 | -10% | 0 | -30% | -10% | -4% | -11% | / | -29% | -17%
O=C(CSc1ncc(S(=O)(=O)c2ccc(Br)cc2)c(=O)[nH]1)Nc1ccc2c(c1)OCCO2 | -21% | 0 | ? | 4% | / | -18% | 7% | 36% | -20%
CCCS(=O)(=O)c1nc(C)cc(C)c1S(C)(=O)=O | 2% | -5 | -3% | 1% | 0% | -7% | 0% | -2% | 34%
O=[N+]([O-])c1cc(C(F)(F)F)ccc1Sc1ccc2ccccc2n1 | -10% | 1 | ? | ? | -6% | -9% | / | -8% | 6%
CC(C)(C)OC(=O)C[C@@H]1C/C=C\C[C@H](CC(=O)N[C@H](CO)Cc2ccccc2)C(=O)N[C@H](C(C)(C)C)COC1=O | 10% | 4 | 16% | / | -44% | -12% | 9% | 4% | /
O=C(CNC(=O)c1ccc(F)cc1)OCc1cc(=O)n2nc(C3CC3)sc2n1 | -2% | -8&2 | -1%&-17% | -2% | / | 2% | 1% | 10% | 12%
Cc1ccc2c(c1)NC(=O)C(CC(=O)NCc1cccnc1)O2 (centres undefined) | 4% | -1 | 13%[57.4 µM] | -6% | 0% | -10% | -11% | -41% | 12%
COc1cccc(NC(=O)Nc2nnc(N3C(C)CCCC3C)s2)c1 (centres undefined) | 10% | -5 | 12% | 4% | -9% | -19% | -2% | -9% | 25%

Rewritten with each value named: part of the list above.
O=C(NC(=S)Nc1nc2ccccc2s1)c1cccs1
  POLK inh: -22%; LDHA inh: -5; ALOX12 inh: -18%; Apoferritin bind: -5%; APE1 inh: 3%; POLH inh: -2%; ERG-DNA inh: 4%; RGS4 inhibitor: -37%; Pol beta inh: -19%

COc1ccc(F)cc1CN1CCN(C(=O)c2ccc(S(=O)(=O)N3CCCCCC3)cc2)CC1
  POLK inh: -8%; LDHA inh: -14; ALOX12 inh: 208%[activator]; Apoferritin bind: /; APE1 inh: /; POLH inh: ?; ERG-DNA inh: 0%; RGS4 inhibitor: 2%; Pol beta inh: /

CCn1c(SCC(=O)Nc2ccc(NC(=O)c3ccco3)cc2)nnc1-c1cccs1
  POLK inh: -17%; LDHA inh: -3; ALOX12 inh: 0%; Apoferritin bind: /; APE1 inh: /; POLH inh: 3%; ERG-DNA inh: 4%; RGS4 inhibitor: -53%; Pol beta inh: /

Two entries from above, as comma-separated lines:
SMILES,POLK inh,LDHA inh,ALOX12 inh,Apoferritin bind,APE1 inh,POLH inh,ERG-DNA inh,RGS4 inhibitor,Pol beta inh
O=C(CNC(=O)c1ccc(F)cc1)OCc1cc(=O)n2nc(C3CC3)sc2n1,-2%,-8&2,-1%&-17%,-2%,/,2%,1%,10%,12%
Cc1ccc2c(c1)NC(=O)C(CC(=O)NCc1cccnc1)O2 (centres undefined),4%,-1,13%[57.4 µM],-6%,0%,-10%,-11%,-41%,12%

Additional results.
SMILES | POLK inh | LDHA inh | ALOX12 inh | Apoferritin bind | APE1 inh | POLH inh | ERG-DNA inh | RGS4 inhibitor | Pol beta inh
O=C(CSc1nc2ccccc2s1)NCc1cc([N+](=O)[O-])ccc1O | -6% | -11 | ? | / | 9% | -3% | 9% | -31% | /
Cc1nn(C)c(C)c1NC(=O)Nc1cccc(C(F)(F)F)c1 | -4% | -5 | 428%[activator] | -6% | -3% | 2% | -3% | 20% | 26%
C/C(=N\NC(=O)c1cccc([N+](=O)[O-])c1)c1cccc(NC(=O)C2CC2)c1 | -6% | -2 | 0% | -14% | 6% | -10% | -5% | -28% | 33%[activator]
COc1cccc(OCC(=O)NCCS(=O)(=O)N2CCN(c3ccccc3F)CC2)c1 | -11%[60.1 µM] | -3 | 1% | -11% | / | -15% | -2% | 21% | 26%
COc1ccc(OC)c(-c2cc(C(=O)Nc3cc(C)n(Cc4ccc(Cl)cc4)n3)no2)c1 | 4% | 3 | 24% | -13% | -7% | -6% | 6% | 3% | 48%
COc1ccc(CCNC(=O)COC(=O)CSc2ccc(C(N)=O)cc2[N+](=O)[O-])cc1OC | 8% | 4 | ? | / | / | -11% | 8% | -17% | /
COc1ccc(OC)c(/C=N/N(CCC#N)C2=NS(=O)(=O)c3ccccc32)c1 | 1% | -6 | 7% | -2% | 20% | -7% | 11% | 11% | 10%
COc1ccc(-c2csc(NC(=O)CN3C(=O)C4CC=CCC4C3=O)n2)cc1 (centres undefined) | 5% | 1 | ? | / | 44%[activator] | -4% | 5% | 10% | /
CCC(C)NC(=O)CSc1nnc(-c2ccoc2C)n1CC1CCCO1 (centres undefined) | 5% | 0 | ? | -8% | -8% | -9% | -3% | -45% | 30%
COc1cccc(C(c2c(O)nc(SC)n(C)c2=O)c2c(O)nc(SC)n(C)c2=O)c1 | 7% | 0 | 0% | 3% | -1% | -4% | -6% | -16% | 35%
CN(C(=O)CSc1ccncc1)C1CCCN(Cc2ccccc2F)C1 (centres undefined) | 13% | -2 | 9% | -16% | 14% | -12% | 5% | -23% | 52%
Cc1ccc(NC(=O)Cn2c(=O)n(CCCCC(=O)NCc3ccco3)c(=O)c3ccccc32)cc1 | -17% | -5 | 0% | -13% | 3% | 3% | 3% | 10% | 3%
COc1ccc(OC)c(NC(=O)CN2CCC(C(=O)c3ccc(C)cc3)CC2)c1 | -13% | 5 | -9% | ? | -7% | -4% | -3% | -16% | 19%
Cc1ccc(NC(=O)COC(=O)c2nn(C)cc2Cl)cc1 | -14% | -5 | -13% | ? | 34% | -10% | 2% | -1% | 8%
COc1cc(CCCN2C(=S)NC[C@H]2Cc2ccc(O)cc2)cc(OC)c1OC | -4% | -7 | -2% | -4% | -8% | ? | 5% | -8% | 4%
CCCCN(C(=O)c1cc(-c2ccncc2)nc2ccccc12)c1c(N)n(CC(C)C)c(=O)[nH]c1=O | -17% | -5 | 154%[activator] | / | 32% | ? | -2% | 3% | /
